TIM10 inh – inhibits growth of TIM10 yeast strain. inhibition, % at 10 µM. S. cerevisiae TIM10 strain growth, BacTiter-Glo luminescence, 24 h. 330,000 tested, 1.4% active;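 active = inhibition of 40% or more at the single tested concentration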;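 note: wild-type TIM10 isogenic control strain grown at permissive 25 °C; 0% = DMSO yeast wells and 100% = minimal medium wells without yeast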
ATG4B inhibitor – inhibitors of human ATG4B cysteine protease; Q9Y4P1; AID 504462; inhibition, % at 8.33 µM; 340,000 tested, 0.51% active; ATG4B cleavage of LC3-PLA2, NBD-HPC fluorescence, 1 h; in the data active = inhibition above about 40%
Apaf-1 inh – human Apaf-1 inhibition | inhibition, % at 20 µM | 330,000 tested, 0.71% active | reconstituted apoptosome caspase-3 activity, DEVD-Rh110 fluorescence | O14727 | AID 489030; active = inhibition of at least 40% at 20 µM;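 note: plate controls were DMSO wells for no effect and DEVD-CHO caspase inhibitor wells for full effect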
Target sequence (O14727 whole entry, looked up): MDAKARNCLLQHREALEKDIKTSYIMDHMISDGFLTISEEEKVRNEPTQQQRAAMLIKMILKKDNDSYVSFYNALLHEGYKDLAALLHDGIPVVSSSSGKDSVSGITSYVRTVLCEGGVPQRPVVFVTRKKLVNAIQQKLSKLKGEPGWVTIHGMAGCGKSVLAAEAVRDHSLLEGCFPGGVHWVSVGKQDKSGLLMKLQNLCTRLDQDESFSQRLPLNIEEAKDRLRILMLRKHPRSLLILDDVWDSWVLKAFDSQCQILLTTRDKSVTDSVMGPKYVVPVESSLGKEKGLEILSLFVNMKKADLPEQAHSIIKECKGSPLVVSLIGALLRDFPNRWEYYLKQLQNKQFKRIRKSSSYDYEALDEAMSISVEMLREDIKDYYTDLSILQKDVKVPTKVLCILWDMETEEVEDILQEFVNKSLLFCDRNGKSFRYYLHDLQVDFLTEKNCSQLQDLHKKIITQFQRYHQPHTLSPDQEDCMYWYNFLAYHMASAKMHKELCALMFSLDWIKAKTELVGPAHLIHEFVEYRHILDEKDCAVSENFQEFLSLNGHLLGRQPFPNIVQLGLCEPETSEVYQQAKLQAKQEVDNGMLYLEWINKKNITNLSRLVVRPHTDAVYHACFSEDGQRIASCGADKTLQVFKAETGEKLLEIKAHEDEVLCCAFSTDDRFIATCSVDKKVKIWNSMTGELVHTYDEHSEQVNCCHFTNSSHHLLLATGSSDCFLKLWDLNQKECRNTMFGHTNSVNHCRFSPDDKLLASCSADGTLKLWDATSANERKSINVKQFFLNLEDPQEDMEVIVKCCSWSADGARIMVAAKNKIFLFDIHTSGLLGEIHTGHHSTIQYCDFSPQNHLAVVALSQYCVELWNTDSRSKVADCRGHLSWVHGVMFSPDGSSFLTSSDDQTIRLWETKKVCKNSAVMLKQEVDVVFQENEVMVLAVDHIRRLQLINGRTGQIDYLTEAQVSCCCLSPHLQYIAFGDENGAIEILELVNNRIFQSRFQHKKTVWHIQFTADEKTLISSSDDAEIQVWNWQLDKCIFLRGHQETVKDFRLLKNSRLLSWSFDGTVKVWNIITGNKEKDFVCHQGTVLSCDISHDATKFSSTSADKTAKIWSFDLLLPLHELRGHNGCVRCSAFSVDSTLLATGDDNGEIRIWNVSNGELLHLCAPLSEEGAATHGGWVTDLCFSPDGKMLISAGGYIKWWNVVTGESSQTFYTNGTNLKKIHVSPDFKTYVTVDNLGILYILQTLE
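Material: reconstituted apoptosome with Apaf-1, cytochrome c, caspase-9, procaspase-3, dATP. Technique: Rh110 fluorescence intensity. Buffer or medium: pH 7.5 Hepes buffer with CHAPS, BSA, DTT. Times: 30 min plus 50 min, RT.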
mIAP block – blocks mouse intestinal alkaline phosphatase; purified mouse IAP, CDP-Star luminescence, 30 min; inhibition, % at 10 µM; 330,000 tested, 0.2% active; AID 2806;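 active = inhibition of at least 40% at 10 µM in the primary screen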;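 note: plate controls were DMSO with enzyme for no effect and no enzyme wells for full effect; values of inactives mirror those of a sister screen read the other way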
NLRP3 yeast inh – NALP3 inhibition in yeast. 330,000 tested, 0.39% active. Yeast reconstituted NLRP3/ASC/caspase-1, beta-gal luminescence, 24 h. inhibition, % at 10 µM;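 active = inhibition of 50% or more; inactive = inhibition below 50%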;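 note: plate controls were induced DMSO wells for no effect and uninduced yeast grown without galactose for full effect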
hIAP block – human IAP inhibition. 330,000 tested, 0.12% active. purified IAP, CDP-Star luminescence, 30 min. P09923. inhibition, % at 10 µM;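 active = inhibition reaching a set limit with compound at 10 µM in the primary screen, cut at about 35% in these data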;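 note: plate controls were DMSO wells with enzyme for no effect and no-enzyme buffer wells for full effect; values of inactives mirror those of a sister screen read the other way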
hIAP activ – human IAP activation; P09923; purified human IAP, CDP-Star luminescence, 30 min; stronger effect = higher value; 1 = vehicle-only enzyme, 0 = enzyme-free background; activation factor at 10 µM; 330,000 tested, 0.16% active;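 active = activation factor of the enzyme at least 2-fold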; note: the source names both 10 and 20 µM as test concentration; values of inactives mirror those of a sister screen read the other way
tim10-1 inh – growth inhibitors of tim10-1 mutant yeast. 330,000 tested, 2.2% active. S. cerevisiae tim10-1 ts strain growth, BacTiter-Glo, 24 h. inhibition, % at 20 µM. AID 463190;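 active = inhibition of at least 40%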;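 note: mutant grown at 25 °C; 0% = DMSO wells with yeast and 100% = wells holding no yeast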
mIAP activ – increases mouse intestinal alkaline phosphatase activity; AID 2805; muIAP, CDP-Star luminescence, 30 min; stronger effect = higher value; 1 = vehicle-only enzyme signal, 0 = enzyme-free wells; activation factor at 10 µM; 330,000 tested, 0.24% active;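 active = activation factor of at least 2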; note: the source names both 10 and 20 µM as test concentration; values of inactives mirror those of a sister screen read the other way
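Assay system: mouse IAP enzyme / Compound: DMSO-dissolved test compounds / Timing: 30 min, room temperature / Measured by: luminescence from enzymatic CDP-Star hydrolysis / Control set: DMSO-only wells, enzyme-free buffer wells as negative control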
Active calls of the source: *.

nr	molecule	TIM10 inh	ATG4B inhibitor	Apaf-1 inh	mIAP block	NLRP3 yeast inh	hIAP block	hIAP activ	tim10-1 inh	mIAP activ
1	Cc1cccc(Cn2c(N3CCc4ccccc4C3)nc3c2c(=O)[nH]c(=O)n3C)c1	-8.2	4.2	17.1	1.4	5.7	-15.6	1.16	-12.6	0.986
2	CC(OC(=O)c1ccc2ccccc2n1)C(=O)c1ccccc1 (stereo not given)	3.2	-3.5	9.2	-3.4	5.4	-12.1	1.12	10.1	1.03
3	CN1CCCC2(CCCN(Cc3nc(Cc4cccc(C(F)(F)F)c4)no3)C2)C1 (stereo not given)	-1.0	4.1	-3.6	-1.7	9.1	3.2	0.968	6.6	1.02
4	O=C1CCCC(=O)C1Sc1ccc(Cl)cc1	19.0	2.2	-6.0	2.6	-10.6	-2.2	1.02	21.7	0.974
5	O=C(CCN1C(=O)/C(=C/c2ccccc2Cl)SC1=S)Nc1ccccc1C(=O)O	27.1	58.0*	13.0	4.5	0.1	-0.8	1.01	32.1	0.955
6	CC1(C)CC(NC(=O)c2ccccc2F)CC(C)(C)N1	-0.2	-0.7	-6.7	1.3	-8.3	14.5	0.855	-12.1	0.987
7	COc1cc(/C=N\NC(=O)c2sc(N)nc2C)cc(OC)c1OC	3.5	-8.9	-1.7	-1.4	2.1	-9.8	1.1	12.8	1.01
8	O=C(c1ccc(Cl)cc1)n1cnc2ccccc21	10.7	0.4	-0.9	1.4	15.4	14.7	0.853	11.0	0.986
9	Cc1nc(N2CCOCC2)nc(Oc2ccccc2)c1[N+](=O)[O-]	-15.5	-1.8	-0.5	10.5	-3.5	18.2	0.818	-11.6	0.895
10	COc1ccc(S(=O)(=O)N2CCN(C(=O)c3c(C)nn(-c4ccccc4)c3C)CC2)cc1	10.2	-7.4	-3.8	10.3	6.4	-4.6	1.05	4.9	0.897
11	Cc1cc(C)c[n+](CC(=O)c2ccc(NC(=O)c3ccccc3)cc2)c1	-8.5	1.8	-2.9	1.8	11.6	-5.1	1.05	-4.0	0.982
12	O=C(COc1ccc(Cl)cc1)Nc1nnc(-c2ccc3c(c2)CCCC3)o1	-7.6	-4.9	8.1	8.3	-6.6	-22.6	1.23	-12.5	0.917
13	CCC(OC(=O)c1cc2sccc2n1C)C(=O)NCc1ccco1 (stereo not given)	-180.2	-12.2	-11.1	5.3	9.8	4.0	0.96	-62.9	0.947
14	O=C(Nc1ccc2oc(=O)ccc2c1)c1ccc(-c2ccccc2[N+](=O)[O-])o1	0.6	-13.6	-20.5	12.6	40.1	15.5	0.845	-15.5	0.874
15	Clc1ccc(-n2ncc3c(NCCCn4ccnc4)ncnc32)cc1	-11.1	-10.9	9.2	-8.0	-2.8	-9.1	1.09	15.5	1.08
16	CCOC(=O)N/N=C\c1ccc(OC(=O)c2ccc3c(c2)OCO3)cc1	20.5	-1.6	6.5	-3.6	29.8	-8.8	1.09	34.0	1.04
17	O=C1NC[C@H](c2ccccc2)OC(=O)[C@H](Cc2ccc(F)cc2)C/C=C\C[C@@H]1CC(=O)N(CCO)Cc1ccccc1	-1.7	-13.5	25.0	-28.3	27.2	6.4	0.936	4.0	1.28
18	COC(=O)C(Cc1ccc(O)cc1)NC(=O)C(C)NC(=O)c1ccc(C(C)(C)C)cc1 (stereo not given)	15.6	-7.6	13.2	6.1	3.8	13.0	0.87	20.6	0.939
19	CS(=O)(=O)N(CC(=O)NC1CCCCCC1)Cc1ccccc1	-10.3	9.8	-15.5	-6.3	-7.5	4.0	0.96	17.9	1.06
20	COCCN(Cc1nc(-c2ccc(C(F)(F)F)cc2)no1)C(C)C	-2.6	-3.9	10.4	-4.8	1.7	-4.5	1.04	-3.5	1.05
21	CCC(c1nnnn1C(C)(C)C)N1CCN(Cc2ccccc2OC)CC1 (stereo not given)	1.2	0.0	-0.7	-10.8	11.0	-13.6	1.14	8.9	1.11
22	O=C(CSc1nnc(-c2ccccn2)o1)Nc1ccccc1	-2.7	0.4	7.1	2.4	26.0	-22.5	1.23	-11.7	0.976
23	Cc1cc(C(=O)OCC(=O)N2CC(C)CC(C)C2)c(C)o1 (stereo not given)	7.0	3.2	-2.7	4.1	1.7	21.1	0.789	21.6	0.959
24	COc1ccc(Oc2nc(OC)cc(OC)n2)cc1	22.3	4.4	-5.4	0.1	-53.7	2.9	0.971	19.5	0.999
25	COc1ccc(C2=Nn3c(nnc3-c3ccccc3F)SC2)cc1OC1CCCC1	-8.9	-19.5	47.3*	4.1	19.9	-6.2	1.06	-7.1	0.959
26	Cc1cc(C)c(S(=O)(=O)Nc2nnc(C3CCCCC3)s2)c(C)c1	9.3	4.8	22.1	-0.2	5.7	8.6	0.914	39.9	1
27	CC(Sc1ccccc1)C(=O)Nc1ccccc1C(=O)N1CCOCC1 (stereo not given)	-1.4	12.6	-8.4	-1.4	0.7	-8.8	1.09	4.7	1.01
28	CCNC(=O)NC(=O)COc1ccccc1C#N	-6.4	-3.8	9.1	-10.3	1.0	-13.7	1.14	-7.5	1.1
29	O=C(COC(=O)c1cccc([N+](=O)[O-])c1)Nc1ncc(Br)s1	3.7	1.9	2.9	17.3	5.4	-18.2	1.18	6.4	0.827
30	CNC[C@H]1Oc2c(NC(=O)C3CCCCC3)cccc2C(=O)N([C@H](C)CO)C[C@@H]1C	-2.7	9.5	15.5	7.5	11.5	8.4	0.916	-14.2	0.925
31	C=CCN1C=CC(=CC=C(C#N)C#N)C=C1	-0.8	-1.3	-8.1	30.8	21.5	35.2*	0.648	-12.3	0.692
32	Cc1nc(NS(=O)(=O)c2cccs2)c2c3c(sc2n1)CCC3	26.3	4.3	9.0	-0.5	8.0	-16.0	1.16	43.8*	1
33	Cn1c(=O)c2cn3c(c2n(C)c1=O)C(c1ccccc1)CC(c1ccccc1)=N3 (stereo not given)	11.6	4.0	8.5	1.1	-4.3	2.2	0.978	3.7	0.989
34	CCOc1ccc(CNc2ncc(-c3ccccc3)n2C)cc1	-55.4	-0.2	-2.5	0.2	19.2	7.2	0.928	-18.2	0.998
35	O=C1NC(Cc2ccccc2)C(=O)N1Cc1cc([N+](=O)[O-])cc2c1OCOC2 (stereo not given)	5.5	4.0	-4.7	5.2	3.8	6.1	0.939	13.2	0.948
36	O=[N+]([O-])c1ccc(CSc2nc3ccccc3o2)cc1	2.4	-0.6	11.1	1.6	3.0	-3.4	1.03	8.6	0.984
37	CCOc1ccccc1-c1nn2c(Cc3ccccc3)nnc2s1	38.1	-24.5	15.6	-1.9	3.2	7.5	0.925	41.0*	1.02
38	Cc1ccc(NC2CCCN(C(=O)CCN3CCCCO3)C2)cc1C (stereo not given)	4.8	14.2	15.2	-5.1	21.1	-1.7	1.02	10.2	1.05
39	O=C(c1ccc(N2CCOCC2)nc1)N1CCOCC1	5.6	-14.6	-15.0	1.9	-1.9	-23.1	1.23	-10.0	0.981
40	Cc1cc(C)c2c(NC(=S)NC(=O)c3ccccc3)nn(C)c2n1	4.3	-6.8	9.3	-3.8	15.5	-8.2	1.08	50.3*	1.04
41	COc1c(O)cc2oc(-c3ccc(O)cc3)cc(=O)c2c1O	8.8	4.8	5.4	7.2	19.2	3.4	0.966	-4.3	0.928
42	CCC1(C)Cc2ccccc2-c2[nH]c(=S)[nH]c(=O)c21 (stereo not given)	4.9	1.2	-15.1	4.6	15.6	4.3	0.957	4.7	0.954
43	CCOC(=O)CNC(=O)c1cnc(Nc2ccccc2OC)c2ccccc12	16.6	-10.6	-1.1	2.5	7.2	7.5	0.925	19.6	0.975
44	COc1cc(/C=N/N(C)C)cc(Br)c1O	-4.1	10.9	4.7	4.3	-7.5	19.1	0.809	-9.8	0.957
45	CC1CC(C)CN(C(=O)c2ccc(CNc3c(N4CCCC4)c(=O)c3=O)cc2)C1 (stereo not given)	9.4	-9.4	-18.2	-2.0	2.6	-3.0	1.03	1.0	1.02
46	Cc1cc(O)ccc1NS(=O)(=O)c1ccc2c3c(cccc13)C(=O)N2	6.6	6.2	-1.7	7.9	20.6	3.5	0.965	-23.9	0.921
47	O=C(COC(=O)c1cc(Cl)ccc1Cl)NC1CCCC1	7.7	2.5	-0.8	8.4	27.4	5.2	0.948	12.4	0.916
48	O=C1CNC(=O)/C1=C\N1CCN(C(c2ccccc2)c2ccccc2)CC1	6.3	-0.5	-1.3	-5.6	7.6	-5.0	1.05	5.9	1.06
49	CC(=O)Nc1ccc(/C=N\NC(=O)CNS(=O)(=O)c2ccc([N+](=O)[O-])cc2)cc1	9.1	2.0	-0.8	2.8	10.1	14.5	0.855	-0.9	0.972
50	COc1ccc(-n2cnnc2SCC(=O)Nc2cccc(S(N)(=O)=O)c2)cc1	11.5	-0.8	6.5	0.4	3.0	1.9	0.981	11.6	0.996
51	Cc1cc(OCC(=O)N(Cc2ccco2)c2c(N)n(Cc3ccccc3)c(=O)[nH]c2=O)ccc1Cl	0.7	3.3	-7.1	6.4	1.4	-7.9	1.08	18.2	0.936
52	C#CCOCCOCCOCCNc1nc(N2CCOCC2)nc(N2CCN(C(=O)[C@H](Cc3ccc(O)cc3)n3cc([C@@H](N)CC(C)C)nn3)CC2)n1	-1.1	-11.1	-5.9	0.8	8.2	14.2	0.858	6.7	0.992
53	CC1(c2ccc([N+](=O)[O-])cc2)NC(=O)N(CC(=O)Nc2cccnc2Cl)C1=O (stereo not given)	11.3	-2.5	2.4	-0.6	14.8	0.5	0.995	-27.6	1.01
54	Cc1ccc(NC(=O)/C(C#N)=C/c2ccsc2)c(C)c1	-10.3	-8.2	5.2	3.4	0.0	1.0	0.99	25.5	0.966
55	C=CCOc1c(CNc2ccc(S(N)(=O)=O)cc2)cccc1OC	3.8	-6.0	-2.7	30.5	4.5	4.1	0.959	20.9	0.695
56	CN(CCOc1ccc(Cl)cc1)C(=O)C1=CC=CN2CCS(=O)(=O)N=C12	8.0	3.1	3.5	-1.3	32.4	-10.2	1.1	1.1	1.01
57	C=CCn1c(C(C)NC(=O)c2ccccc2)n[nH]c1=S (stereo not given)	-7.1	0.4	-5.8	3.8	0.9	-2.8	1.03	-18.7	0.962
58	Cc1cccc(NC(=O)CN2CCN(C(=O)c3c(C)nn(Cc4ccccc4)c3C)CC2)c1C	13.9	-17.7	6.6	-7.4	15.1	6.3	0.937	2.0	1.07
59	COCCCNC(=O)COc1ccc2oc3c(c2c1)CCCC3	0.1	2.0	5.6	-2.3	29.1	1.6	0.984	-11.1	1.02

Whole records as entered above. Order of values: TIM10 inh	ATG4B inhibitor	Apaf-1 inh	mIAP block	NLRP3 yeast inh	hIAP block	hIAP activ	tim10-1 inh	mIAP activ
Listed for Cc1cc(C)c2c(NC(=S)NC(=O)c3ccccc3)nn(C)c2n1 : 4.3	-6.8	9.3	-3.8	15.5	-8.2	1.08	50.3*	1.04
Listed for O=C1CNC(=O)/C1=C\N1CCN(C(c2ccccc2)c2ccccc2)CC1 : 6.3	-0.5	-1.3	-5.6	7.6	-5.0	1.05	5.9	1.06
Listed for O=C(c1ccc(N2CCOCC2)nc1)N1CCOCC1 : 5.6	-14.6	-15.0	1.9	-1.9	-23.1	1.23	-10.0	0.981
Listed for CCOc1ccccc1-c1nn2c(Cc3ccccc3)nnc2s1 : 38.1	-24.5	15.6	-1.9	3.2	7.5	0.925	41.0*	1.02
